Bioassay records deposited in PubChem by several laboratories.
BAP1 block = inhibitors of human BAP1 deubiquitinase; activity remaining (% of control), % at 20 µM; Q92560; 72,000 tested, 0.48% active; recombinant BAP1, Ub-AMC hydrolysis fluorescence kinetic; hits give low values;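 active = activity remaining at or below 50% of control, provided the compound also passes the data quality filters; inactive = the rest, including low values that fail the filters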;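 note: 100% = DMSO wells rate and 0% = substrate alone blank rate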
Target sequence (Q92560 whole entry, looked up): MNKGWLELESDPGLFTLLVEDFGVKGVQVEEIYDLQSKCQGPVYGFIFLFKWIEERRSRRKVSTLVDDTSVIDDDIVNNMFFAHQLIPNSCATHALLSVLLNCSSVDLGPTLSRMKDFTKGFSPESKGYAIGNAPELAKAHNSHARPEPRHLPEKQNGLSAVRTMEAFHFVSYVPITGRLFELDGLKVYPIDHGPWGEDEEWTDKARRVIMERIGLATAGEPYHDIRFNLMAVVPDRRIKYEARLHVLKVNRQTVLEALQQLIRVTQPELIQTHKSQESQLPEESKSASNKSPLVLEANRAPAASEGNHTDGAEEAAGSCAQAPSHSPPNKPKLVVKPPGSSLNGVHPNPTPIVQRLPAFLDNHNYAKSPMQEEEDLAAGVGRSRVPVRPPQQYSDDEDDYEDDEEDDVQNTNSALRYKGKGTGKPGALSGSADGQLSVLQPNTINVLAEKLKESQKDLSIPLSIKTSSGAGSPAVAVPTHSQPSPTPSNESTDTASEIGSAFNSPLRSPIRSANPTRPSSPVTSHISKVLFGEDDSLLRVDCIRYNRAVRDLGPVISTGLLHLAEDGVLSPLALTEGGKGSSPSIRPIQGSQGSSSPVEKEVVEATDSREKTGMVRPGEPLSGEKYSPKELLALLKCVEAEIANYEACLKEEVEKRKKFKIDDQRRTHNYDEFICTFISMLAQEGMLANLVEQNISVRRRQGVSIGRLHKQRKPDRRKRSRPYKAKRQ
HePTP inh = blocks human HePTP tyrosine phosphatase | recombinant HePTP phosphatase activity, OD absorbance | 110,000 tested, 0.64% active | inhibition, % at 20 µM | AID 521 | P35236; in the data active = inhibition above about 50%;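 note: plate controls were vehicle for no effect and reference inhibitor for full effect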
Active calls of the source: *; i = inactive; x = not tested or not shown; & = joins results of further samples.

BAP1 block	HePTP inh	SMILES
99	8	CC1(C)OC(=O)C(=CNCC(=O)NCC(=O)O)C(=O)O1
83	10	COc1ccc(NC(=O)Cn2nnc(-c3ccccc3NC(=O)c3cccs3)n2)cc1
66	x	O=C(Nc1ccc(NC(=O)c2ccco2)c(Cl)c1)c1ccc(Cl)c([N+](=O)[O-])c1
x	-2	CCOC(=O)/C=C(\C)N1N=C(c2ccccc2)CC1c1cccc([N+](=O)[O-])c1 (stereo not drawn)
85	-7	COc1ccc(OC)c(S(=O)(=O)N2CCC(C(=O)Nc3cccc(C)c3C)CC2)c1
x	5	S=C(NCC1CCCO1)Nc1ccc(Cl)cc1Cl (stereo not drawn)
82	0	CCNC(=O)CC1C(=O)N(c2cccc(OC)c2)C(=O)N1CCOC (stereo not drawn)
122	9	Cc1csc(SCC(=O)Nc2ccc(Cl)cn2)n1
88	-1	CSc1nccn1CC(=O)Nc1ccc(F)cc1
x	11	CCOC(=O)c1c(NC(=O)c2ccc(Cl)c([N+](=O)[O-])c2)sc(C(=O)Nc2ccccc2C(F)(F)F)c1C
x	-4	COc1ccccc1Cc1noc(-c2ccc(OC)c(OC)c2)n1
104	-9&1	CCP(=O)(c1ccccc1)C(C)(C)O (stereo not drawn)
82	x	CNc1nnc(CSc2nc(C)cc(C)n2)s1
x	-1	Cc1cccc(N2C(=O)S/C(=C\c3ccccc3)C2=O)c1
97	5	O=C(c1ccccc1)N1CCN(CC#Cc2ccccc2)CC1
67	x	CCCc1cc2c(=O)c(-c3ccc4c(c3)OCO4)c(C)oc2cc1OC

In another format: entries from further up
Value order – BAP1 block, HePTP inh
> CCP(=O)(c1ccccc1)C(C)(C)O (stereo not drawn)
→ 104, -9&1
> CCNC(=O)CC1C(=O)N(c2cccc(OC)c2)C(=O)N1CCOC (stereo not drawn)
→ 82, 0

(continued)
BAP1 block	HePTP inh	SMILES
x	12	CCSc1nnc(NC(=O)c2ccc(Br)o2)s1
127	6	CC1(C)Cc2c(sc3c2C(=O)N(c2ccccc2)C2=NCCCN23)CO1
39*	4	CC1=C(C(=O)Nc2ccccc2)C(c2ccc(C)o2)n2c(s/c(=C\c3ccco3)c2=O)=N1 (stereo not drawn)
x	-14	Cc1cccc(NC(=O)C(O)C(O)C(=O)Nc2cccc(C)c2)c1 (stereo not drawn)
109	7	CCCCOC(=O)n1c(SCC(=O)N(CC)CC)nc2ccccc21
102	2	Fc1cc2nccnc2cc1N1CCSCC1
92	-7	CCC(=O)c1ccc(N2CCN(C(=O)COc3ccc(F)cc3)CC2)c(F)c1
x	1	Cc1ccc(C(=O)c2cccc(N3C(=O)c4ccccc4C3=O)c2)cc1C
100	4	CC1(C)CC(=O)c2cn3c(nc2C1)nc1ccccc13
x	3	Cc1cccc(OCC(=O)N/N=C/c2cc([N+](=O)[O-])cc(Br)c2O)c1
109	5	Cc1c(-c2cccs2)[n+](=O)c2c(n1[O-])CCC2
x	10	COc1ccc(CN2CCN(C3CCN(Cc4ccccc4)CC3)CC2)cc1Br
x	5	Clc1ccc(/C=N/N=C(c2ccccc2)c2ccccc2)s1
x	11	CCN(CC)CCCNc1oc(-c2ccc(OC)c(OC)c2)nc1C#N
97	x	CN1c2ccc(I)cc2C(C)(C)C12C=Cc1cc([N+](=O)[O-])ccc1O2 (stereo not drawn)
x	-12	COc1ccc(Cl)cc1C(=O)NCCCN(C)C
x	10	Cc1cc(N2CCN(c3ccccc3)CC2)nc2ccccc12
x	7	CCOc1ccc(C(=O)Nc2ccc(Cl)cn2)cc1[N+](=O)[O-]
100	9	O=C(NCc1ccccn1)c1cc2cc(Br)ccc2oc1=O
x	6	O=C(NCCOc1ccccc1Cl)c1cccc2ccccc12
91	-9	CCOC(=O)c1[nH]c2ccccc2c1NC(=O)COC
110	2	Cc1ccc(P(=O)(OCCN2CCOCC2)C(C)(C)C)o1 (stereo not drawn)
x	4	COc1ccc(C)cc1NC(=O)CN1CCN(S(=O)(=O)c2ccc(Br)cc2)CC1
94	7	O=C(CCc1nc(-c2ccccc2F)no1)NCCc1ccccc1Cl
x	12	O=C1C(=O)N(CC2CCCO2)C(c2ccccc2)/C1=C(/O)c1ccccc1 (stereo not drawn)
x	9	Cc1c(C(=O)OC(C)C)sc(NC(=O)C(F)(F)F)c1C(=O)OC(C)C
x	7	Cc1ccccc1OCC(=O)Nc1ccc(I)cc1Cl
x	-15	O=C(NCc1ccc2c(c1)OCO2)c1cccc([N+](=O)[O-])c1
x	6	CCc1ccccc1NC(=O)C1CC1(c1ccccc1)c1ccccc1 (stereo not drawn)
x	9	O=C(CC1S/C(=N\N=C\c2ccco2)NC1=O)Nc1cccc(Cl)c1Cl (stereo not drawn)
97	-6	O=C(Nc1ccc(Cl)cc1C(=O)Nc1ccccn1)c1ccco1
50	x	CCc1ccc(-c2nc3cc(NC(=O)c4cccc(I)c4)ccc3o2)cc1
x	-1	COc1cc(/C=N/NC(=O)c2cccc([N+](=O)[O-])c2)ccc1OCc1ccccc1
67	8	O=C(O)CCCC(=O)Nc1ccc(C(=O)NCc2cccnc2)cc1
139	x	O=C(O)c1cc(=O)[nH]c2ccccc12
61&95	9	CCN(CC)CCNC(=O)c1ccc(NC(C)=O)cc1
92	7	COc1ccccc1N1CCN(C(=O)C2CC=CCC2C(=O)O)CC1 (stereo not drawn)
72	-7	CCCCc1cc(=O)oc2cc(C)cc(OCc3nn[nH]n3)c12
102	6	CC(C)C(=O)Nc1cc(=O)[nH]c2ncnn12
89	6	COc1cccc(CNn2cnnc2)c1OCc1ccc(F)cc1
x	4	COc1ccc(Br)cc1C(=O)Nc1ccc(Cl)cc1
x	2	CN1C(=O)NC(=O)/C(=C/c2ccc(-c3ccc(Cl)cc3)o2)C1=O
93	1	CCN(c1ccccc1)c1ncnc2c1cnn2-c1ccccc1
117	6	CCn1c2c(c3cc(Br)ccc31)CCC/C2=N\O
x	16	CCOC(=O)c1c(-c2ccccc2)csc1NC(=O)c1ccc(OC(C)C)cc1
74	11	CSc1ncc(Cl)c(C(=O)Nc2nnc(SC)s2)n1
x	3	O=C(Nc1ccccc1C(=O)N1CCOCC1)c1ccccc1Cl
92	5	COc1cccc(CNCc2ccccn2)c1OC
113	-5	CC(C(=O)NCCC1=CCCCC1)N1C(=O)c2ccccc2C1=O (stereo not drawn)
102	4	CC(c1ccccc1)n1cc(C(=O)NCCCn2ccnc2)nn1 (stereo not drawn)
105	0	Cc1noc(C)c1CSc1nc2cc(S(=O)(=O)N3CCOCC3)ccc2o1
x	6	CC1=C(C(=O)Nc2ccc(C)cc2)C(c2ccccc2Br)NC(=O)N1 (stereo not drawn)
109	9	O=C(CS(=O)CC(=O)Nc1cccc2c1CCCC2)Nc1ccc(F)cc1 (stereo not drawn)
58	x	Cc1ccc(-c2csc(Nc3cccc(C)c3C)n2)cc1
x	0	Cc1cccc(C(=O)N2N=C(c3ccc(Cl)cc3)CC2(O)C(F)(F)F)c1 (stereo not drawn)
x	6	Cc1cccc(OCCn2cc(C=C3C(=O)NC(=S)NC3=O)c3ccccc32)c1

(list continues)
BAP1 block	HePTP inh	SMILES
97	6	Cc1ccccc1NC(=O)CN(C)S(=O)(=O)c1cccc2cccnc12
124	-1&1	O=C(NCc1cccnc1)c1cccc(Cl)c1
x	8	CCCCOc1cccc(C(=O)Nc2ccc(I)cc2Cl)c1
107	6	CC(C)C(C(=O)NCc1ccco1)N(C(=O)CNS(=O)(=O)c1ccc(Cl)cc1)C1CCCC1 (stereo not drawn)
109	6	O=C(NCc1ccc2c(c1)OCO2)C1CC(=O)N(c2ccc(O)cc2)C1 (stereo not drawn)
x	-8	CCOc1cc(C=C2C(=O)NC(=S)NC2=O)ccc1OCCSc1cccc2ccccc12
x	7	O=C(COc1ccc(Cl)cc1Cl)Nc1ccc(NC(=O)COc2ccc(Cl)cc2Cl)cc1
x	-15	COc1c(Cl)cc(C(=O)Nc2nc(-c3ccccc3)cs2)cc1Cl

Entries above printed as active in BAP1 block.
BAP1 block	HePTP inh	SMILES
39*	4	CC1=C(C(=O)Nc2ccccc2)C(c2ccc(C)o2)n2c(s/c(=C\c3ccco3)c2=O)=N1 (stereo not drawn)

Further entries:
BAP1 block	HePTP inh	SMILES
103	11	CC(=O)Nc1c(C(=O)O)oc2ccccc12
x	4	O=C(NN1C(=O)CSC1=S)c1ccccc1[N+](=O)[O-]
89	x	CC1CCC2C(=O)N(c3ccc(OC(=O)c4ccccc4Br)cc3)C(=O)C2C1 (stereo not drawn)
x	6	NNc1nccc(Nc2ccccc2C(=O)O)n1
x	-4	Cc1ccc(C(=O)/C=C/c2c[nH]c3ccccc23)cc1
52	0	O=C(NCC12CC3CC(CC(C3)C1)C2)c1nn2c(c1Cl)NC(c1ccco1)CC2C(F)(F)F (stereo not drawn)
x	4	O=C(Nc1ccc(Cl)c(Cl)c1)Nc1nnc(Cc2ccc(F)cc2)s1
x	-3	Cc1ccc2[nH]c(C(=O)N/N=C/c3ccc(O)cc3O)c(-c3ccccc3)c2c1

In another format: results already given
The line under a structure holds: BAP1 block	HePTP inh
O=C(NCC12CC3CC(CC(C3)C1)C2)c1nn2c(c1Cl)NC(c1ccco1)CC2C(F)(F)F (stereo not drawn)
    52	0
O=C(Nc1ccc(Cl)c(Cl)c1)Nc1nnc(Cc2ccc(F)cc2)s1
    x	4

Other results:
BAP1 block	HePTP inh	SMILES
97	-3	COC(=O)C(NS(=O)(=O)c1ccc(NC(C)=O)cc1)C(C)C (stereo not drawn)
x	-15	C/C(=N\Nc1nc(C)cc(-c2ccccc2)n1)c1ccc(C)cc1
103	-2	CCN(C(=O)CSc1nc2nc(C)cc(C)n2n1)c1ccccc1
x	8	CCCc1noc(-c2ccc(C(C)(C)C)cc2)n1
x	2	Cc1nc(NC(=S)Nc2ccccc2)sc1C
x	6	CC1CCC(C(C)C)C(OC(=O)c2ccc([N+](=O)[O-])cc2)C1 (stereo not drawn)
73	-1	CC(=O)C1=C(C)NC(SCC(=O)c2ccc(C)cc2)=C(C#N)C1c1ccco1 (stereo not drawn)
x	-5	COc1cc(NC(=O)COc2cc(C)ccc2C(C)(C)C)c(OC)cc1Cl
x	-20	CCOCCOC(=O)C1=C(C)NC(=O)NC1c1ccc(O)cc1 (stereo not drawn)
71	3	CC1=C(C(=O)OCCc2ccccc2)C(c2ccccc2[N+](=O)[O-])C2=C(CCCC2=O)N1 (stereo not drawn)
83	12	COc1cccc(C=Nc2cccnc2)c1O
100	x	Cc1nc(CNS(=O)(=O)c2cccnc2)cs1
x	6	Cc1csc(SCCn2c(N3CCOCC3)nc3c2c(=O)[nH]c(=O)n3C)n1
x	-2	O=C(Nc1nnc(-c2ccccc2)s1)c1ccc(Cl)cc1Cl
x	7	O=C(COc1ccc(Cl)cc1Cl)Nc1ccc(NC(=O)c2ccco2)cc1
91	4	COc1cccc(C2=NOC(C(=O)N3CCc4ccccc4C3)C2)c1 (stereo not drawn)
x	5	CC1CCCN(C(=O)Cc2ccccc2)C1 (stereo not drawn)
104	8	COCCNc1cc(C)nc2c(-c3ccccc3OC)c(C)nn12
56	5	CCOC(=O)Nc1c(C(=O)OC)[nH]c2cc(OC)ccc12
x	0	Cc1cc(C)cc(NC(=O)C2CC3CCC2C3)c1 (stereo not drawn)
82	6	CCCc1cc(=O)[nH]c(/N=C(/NC(=O)c2ccccc2)Nc2ccc3c(c2)OCCO3)n1
x	-8	CCC(=O)Nc1sc2c(c1C(=O)Nc1ccc(Cl)cc1)CCC2
x	-2	CCOC(=O)C1=C(C)N=c2s/c(=C\c3ccncc3)c(=O)n2C1c1cccc(OC)c1 (stereo not drawn)
x	-12	O=C(NCc1ccc(Cl)cc1)C1CCCN1S(=O)(=O)c1ccc(Cl)cc1 (stereo not drawn)

Single records, from the list above.
`Cc1cccc(C(=O)N2N=C(c3ccc(Cl)cc3)CC2(O)C(F)(F)F)c1` (stereo not drawn) in the list: BAP1 block = x; HePTP inh = 0
`COc1cccc(CNCc2ccccn2)c1OC` in the list: BAP1 block = 92; HePTP inh = 5

More results:
BAP1 block	HePTP inh	SMILES
112	-2	Cn1c(=O)n(CC(=O)NC2CCCCC2)c(=O)c2ccccc21
88	12	Cc1ccc2c(c1)NC(=O)C(CC(=O)NCCCN1CCCCC1C)O2 (stereo not drawn)
x	8	C#CCSc1nc2c(cc1C#N)CCC2
x	2	Cn1c(=O)c2c(nc(CN3CCOCC3)n2CCCO)n(C)c1=O
x	-7	Nc1cc(-c2cccc(Br)c2)nn1-c1ccccc1
102	-8	OCCN1CCOCCN(CCO)CCOCC1
x	-1	Cc1ccc(Cl)cc1NC(=O)c1cccc(N(C)C)c1
x	1	CCC(=O)N1CCN(c2cc(C)c(C(C)=O)cc2F)CC1
138	4	Cc1cc(OCCN2CCOCC2)nc2ccccc12
96	5	COc1cc(-c2nc3oc4ccccc4c(=O)c3c(=O)n2Cc2ccco2)cc(OC)c1OC
x	4	CCOc1ccc(N2C(=O)C=CC2=O)c([N+](=O)[O-])c1
i	-8	Cc1cccc(S(=O)(=O)c2c(N)n(Cc3ccco3)c3nc4ccccc4nc23)c1
x	2	COc1ccc(NC(=O)CSc2nnc(-c3ccccn3)n2N)cc1Cl
x	-9	CCOc1ccc2nc(NC3=NCCC(=O)N3)nc(C)c2c1
